D1 antag: blocks dopamine activation of the human D1 receptor; HEK293 TREx D1 cells, calcium flux, dopamine EC80; active compounds read low; activity change, negative = inhibition, % at 10 µM; 360,000 compounds, 3.2% hits; AID 504652; P21728; in the data active = activity change below about -30%; note: % is set by controls: 0 for no effect and ±100 for the full control effect
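Calcium flux readout: force-coupled, inducible Hek293 Trex D1 line, cells induced overnight at 30 C with tetracycline, dye-loaded 30–90 min at RT. Antagonism scored against EC80 dopamine challenge given 180 s after compound.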
RXFP1 ag: RXFP1 (human) receptor agonism; HEK293T-RXFP1 cAMP TR-FRET, 30 min; response scale: percent of porcine relaxin response, buffer zero; 370,000 compounds, 0.3% hits; Potency, µM (top dose mostly 57.5 µM), inactives show top-dose activation, actives largely listed as activators; AID 2676; note: potency is the fitted concentration of half-maximal effect; % is set by controls: 0 for no effect and ±100 for the full control effect; nearly all actives have a fitted effect of over 60% in size; many of its hits are not listed in these tables
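HEK293T cells stably expressing RXFP1 were pretreated with the PDE4 inhibitor Ro 20174, exposed to compounds for 30 min at 37C, lysed, and cAMP was read by TR-FRET. Data normalized to buffer (basal) and 29 nM porcine relaxin (100%).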
Glioma ERSR ind: inducers of ER stress response in human glioma cells | U87-MG GRP78 promoter luciferase reporter, 16 h | Potency, µM, for inactives: at the top dose activation, hits mostly activators | 420,000 compounds, 0.02% hits | AID 602332; note: potency is the fitted concentration of half-maximal effect; series mostly up to about 76 µM; % of control where 0% means no effect; nearly all actives have a fitted effect of over 35% in size
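ERSR induction read as luciferase luminescence (Bright-Glo, 10 min at room temperature) in stably transfected human U87-MG glioma cells exposed to compounds for 16 h, using GRP78 as sensor.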
Vif-A3G inh: blocks the Vif interaction with human APOBEC3G; Q9HC16; HeLa A3G-eYFP + Vif (tagged APOBEC3G with the HIV-1 protein that degrades it), YFP fluorescence, overnight; Potency, µM (top dose mostly 46.1 µM), without a hit: at the highest dose activity, negative = active, usual class: inhibitors; 410,000 compounds, 0.076% hits;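 note: potency is the fitted concentration of half-maximal effect; % is set by controls: 0 for no effect and ±100 for the full control effect; nearly all actives have a fitted effect of over 60% in size; hits raise eYFP signal because A3G escapes Vif-driven loss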
Target sequence (Q9HC16 whole entry, looked up): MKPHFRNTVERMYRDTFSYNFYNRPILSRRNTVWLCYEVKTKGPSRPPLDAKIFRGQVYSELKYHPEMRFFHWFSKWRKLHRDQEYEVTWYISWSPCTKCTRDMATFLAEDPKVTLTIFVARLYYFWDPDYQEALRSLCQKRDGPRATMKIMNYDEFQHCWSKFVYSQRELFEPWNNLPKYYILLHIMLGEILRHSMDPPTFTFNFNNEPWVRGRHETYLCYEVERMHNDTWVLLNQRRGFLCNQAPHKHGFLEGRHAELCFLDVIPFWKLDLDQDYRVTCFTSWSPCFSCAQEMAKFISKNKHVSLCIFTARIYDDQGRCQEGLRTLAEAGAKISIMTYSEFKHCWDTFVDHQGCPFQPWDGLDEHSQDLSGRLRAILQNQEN
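Read-out is eYFP fluorescence (Ex 488/Em 500-530) from Vif-expressing HeLa A3G-eYFP cells; more signal means A3G escaped Vif-mediated degradation. Cells plated overnight, compound pinned in, incubated overnight at 37 deg C.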
D1 ag: human D1 receptor agonism; P21728; HEK293 T-REx D1 cells, calcium flux, agonist mode; activation, % at 2 µM; 360,000 compounds, 1% hits; AID 504660; in the data active = activation above about 30%; note: 0% is about no effect
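Agonism was scored from calcium flux recorded over 180 s (1 read/s) after pintool compound addition, following a 10-cycle baseline. Cells were inducible force-coupled HEK293 TREx D1, plated overnight at 30 C and loaded with no-wash calcium dye.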
D2 PAM: positive allosteric modulators of human D2 dopamine receptor; P14416; HEK293 T-REx D2, calcium flux, EC20 dopamine potentiation; potentiation, % at 10 µM; 340,000 compounds, 0.34% hits;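 active = potentiation over 3 SD above the plate norm, cut at about 30% in these data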; note: 0% is about no effect
Target sequence (P14416 whole entry, looked up): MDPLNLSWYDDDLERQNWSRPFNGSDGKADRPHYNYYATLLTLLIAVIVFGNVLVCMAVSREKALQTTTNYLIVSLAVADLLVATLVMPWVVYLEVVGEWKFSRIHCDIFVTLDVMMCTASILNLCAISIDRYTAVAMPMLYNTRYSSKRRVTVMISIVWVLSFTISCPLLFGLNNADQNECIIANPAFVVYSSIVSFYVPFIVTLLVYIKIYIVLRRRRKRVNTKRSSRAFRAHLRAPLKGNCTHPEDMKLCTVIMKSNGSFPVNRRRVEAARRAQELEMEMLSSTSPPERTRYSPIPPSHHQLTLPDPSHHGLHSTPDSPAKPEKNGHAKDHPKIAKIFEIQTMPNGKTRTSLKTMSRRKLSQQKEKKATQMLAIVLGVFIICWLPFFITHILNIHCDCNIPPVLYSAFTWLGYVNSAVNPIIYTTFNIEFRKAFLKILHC
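Calcium flux readout, no-wash dye, 1 read/s. Inducible HEK293 Trex D2 line, overnight 30 C. Compound alone 180 s (agonist flags), then EC20 dopamine, another 180 s to score potentiation.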
D1 PAM: human D1 dopamine receptor positive modulation. potentiation, % at 10 µM. AID 504651. 360,000 compounds, 0.036% hits. P21728. HEK293 TREx D1 cells, calcium flux, dopamine EC20 potentiation; in the data active = potentiation above about 30%; note: 0% is about no effect
LDHA block: inhibitors of human lactate dehydrogenase A; P00338; purified LDHA, NADH/diaphorase-resazurin fluorescence; active compounds read low; activity change, % (values are at about 110 or 230 µM); 480,000 compounds, 0.15% hits; in the data active = activity change below about -30%; inconclusive = mostly about -25% to -30%;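 note: plate controls were DMSO wells for no effect and wells without enzyme for full effect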
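Human LDH5 (2 nM) was incubated with 0.06 mM NADH and 0.2 mM pyruvate for 5 min at room temperature in Tris pH 7.4. Remaining NADH was coupled through diaphorase/resazurin, and resorufin fluorescence was read at 0 and 20 min.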
Vif-A3F inh: Vif-A3F binding inhibition. HeLa A3F-eYFP + Vif (tagged APOBEC3F with the HIV-1 protein that degrades it), YFP fluorescence increase. Potency, µM (top dose mostly 46.1 µM), without a hit: at the top dose activity, negative = active. 390,000 compounds, 0.2% hits. AID 602313; note: potency is the fitted concentration of half-maximal effect; % of control where 0% means no effect; nearly all actives have a fitted effect of over 65% in size
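HeLa cells stably expressing Vif plus C-terminally eYFP-tagged A3F were seeded, incubated overnight at 37 deg C, dosed with compound, incubated overnight again at 37 deg C. Yellow fluorescence (Ex 488/Em 500-530) reported blocked Vif-mediated A3F-eYFP degradation.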
* hit, by the source's call; ? = inconclusive; . = not tested or not shown; & = joins results of further samples. Unless noted, calls come from the whole dose curve; as a rule, active = well fitted curve in the direction sought with a large enough effect; inconclusive = small, poorly fitted or top-dose-only effect, or another doubt; inactive = no such curve, though single readings can be large; an effect the other way counts as inactive or inconclusive. The list is partial; rates above refer to the full screens.

compound,D1 antag,RXFP1 ag,Glioma ERSR ind,Vif-A3G inh,D1 ag,D2 PAM,D1 PAM,LDHA block,Vif-A3F inh
C=CCN1C=C/C(=C\C=C(C#N)C#N)c2ccccc21,-26,-0.7%,0%,1%,7,-10,-3,5,3%
Cc1ccccc1CSc1nc2cc(C(=O)NC3CCCC3)ccc2c(=O)n1Cc1ccccc1,15,3.3%,-2%,-5%,1,16,-1,0,-4%
COc1ccc(N2CCN(CC(O)COc3ccccc3[N+](=O)[O-])CC2)cc1 (stereo not drawn),-20,0.4%,-1%,5%,5,-20,-7,2,4%
COc1ccc(N(C(=O)c2ccccc2)S(=O)(=O)c2ccc3c(c2)n(C)c(=O)n3C)cc1,0,3.8%,-3%,-2%,-1,-7,-3,-13,-4%
COc1cc(NS(=O)(=O)c2cccs2)cc(OC)c1,-10,-4.4%,-2%,-4%,-1,8,-1,4,-6%
O=C1OCc2cc(-n3cccc3)ccc21,7,1.0%,1%,1%,3,-3,-10,0,6%
COc1ccc(N2CC(NC(=O)c3ccc(S(=O)(=O)N4CCCCC4)cc3)CC2=O)cc1OC (stereo not drawn),.,1.2%,-3%,1%,4,3,0,-1,-3%
Cc1cc(C)n2cc(CSc3nncn3C)nc2n1,.,4.2%,13%,0%,-1,8,-4,-8,-5%

Retrieved one by one from the list above, two records:
compound,D1 antag,RXFP1 ag,Glioma ERSR ind,Vif-A3G inh,D1 ag,D2 PAM,D1 PAM,LDHA block,Vif-A3F inh
COc1ccc(N(C(=O)c2ccccc2)S(=O)(=O)c2ccc3c(c2)n(C)c(=O)n3C)cc1,0,3.8%,-3%,-2%,-1,-7,-3,-13,-4%
O=C1OCc2cc(-n3cccc3)ccc21,7,1.0%,1%,1%,3,-3,-10,0,6%

New compounds follow.
compound,D1 antag,RXFP1 ag,Glioma ERSR ind,Vif-A3G inh,D1 ag,D2 PAM,D1 PAM,LDHA block,Vif-A3F inh
C#CCOCCOCCOCCNc1nc(N2CCN(C(=O)[C@H]([C@@H](C)CC)n3cc([C@@H](N)Cc4ccc(O)cc4)nn3)CC2)nc(N2CCN(C(=O)[C@H](Cc3ccc(O)cc3)n3cc([C@@H](N)CC(C)C)nn3)CC2)n1,17,-0.6%,-4%,2%,1,-1,1,2,2%
CCOC(=O)c1nnn(-c2nonc2N)c1CN1CCCCCC1,7,4.0%,-2%,-3%,2,-6,-1,-5,-1%
COc1cc(-c2nc3c(c(C)nn3-c3ccccc3)c3cc(OC)c(OC)cc23)ccc1O,16,4.9%,-4%,-1%,1,-4,1,1,-5%
CCN1CCc2c(C#N)c(NCc3ccccc3)nc(NCCO)c2C1,-21,2.7%,-1%,0%,4,1,-8,11,-6%
CCn1nc(NC(=O)C(C)C)c2cc3ccc(C)cc3nc21,7,-1.3%,-4%,-1%,0,-1,-8,-4,6%
CCS(=O)(=O)NCCc1ccc(OC)c(OC)c1,-8,0.1%,-3%,0%,1,-5,-11,-2,0%
O=C(CCc1nc2sc3c(c2c(=O)[nH]1)CCCC3)NCCOc1ccccc1,8,6.7%,-2%,-3%,3,5,-2,-3,-14%
Cc1cc(C)cc(OCC(=O)NC2=NCCS2)c1,2,1.7%,-2%,1%,-2,8,0,-5&-1,-5%
O=C(Cn1cnc2ccccc2c1=O)Nc1nnc(SCc2ccc(Cl)cc2)s1,-1,-0.3%,-3%,-1%,1,9,8,-4,-8%
CCNc1nc(C)c2cc(Br)c(=O)n(CC)c2n1,3,?,-3%,-4%,0,2,-5,-5,-1%
CCOc1ccc(C2C(C(=O)O)CCC(=O)N2C2CCCCC2)cc1 (stereo not drawn),18,0.2%,-2%,-5%,2,7,1,-6,11%
Cc1cnc(C(=O)OCC(=O)NC(=O)NC(C)C)cn1,4,0.2%,-2%,-1%,3,14,1,0,-3%
CCNC(=S)Nn1cnc2ccccc21,-13,4.4%,-1%,-1%,3,-11,3,-2,4%
CC(=O)c1cccc(OCCN2C(=O)NC(C)(C)C2=O)c1,-30*,0.4%,-3%,1%,0,-2,1,-8,4%
COc1ccc(-n2cc(CNC3CCC(O)CC3)c(-c3cccc(F)c3)n2)cc1 (stereo not drawn),5,-0.6%,-3%,4%,36*,23,3,-3,2%
CCc1cc(C(=O)Nc2cc(Cl)ccc2N2CCN(C)CC2)sc1C,26,1.1%,-2%,0%,6,11,-3,-4,-20%

Single entries from the entries so far.
Reading for `CCOc1ccc(C2C(C(=O)O)CCC(=O)N2C2CCCCC2)cc1` (stereo not drawn) in D1 PAM: 1
Reading for `CCNC(=S)Nn1cnc2ccccc21` in D1 antag: -13
Reading for `COc1ccc(-n2cc(CNC3CCC(O)CC3)c(-c3cccc(F)c3)n2)cc1` (stereo not drawn) in D1 PAM: 3

Continued.
compound,D1 antag,RXFP1 ag,Glioma ERSR ind,Vif-A3G inh,D1 ag,D2 PAM,D1 PAM,LDHA block,Vif-A3F inh
C/C(=N\NC(=O)C(=O)Nc1c(C)n(C)n(-c2ccccc2)c1=O)c1ccc(Cl)s1,-9,-2.3%,-3%,-5%,3,10,-6,-9,12%
CCOC(=O)CSc1nc2c(sc(=S)n2Cc2ccco2)c(=O)n1-c1ccc(F)cc1,-17,-0.4%,-5%,0%,-1,3,0,-15,-17%
O=C(Nc1ccc(F)cc1F)c1ccc(-c2ccccc2)s1,-12,6.6%,0%,-1%,0,-10,-3,2,0%
COc1ccc(/C(N)=N/OC(=O)c2ccco2)cc1,12,-1.3%,-9%,-1%,2,1,1,1,-20%
Cc1ccc(NC(=S)N2CCC(NC(=O)c3ccco3)CC2)cc1C,-21,1.5%,-1%,1%,0,-7,-5,-8,-15%
O=C(NCCc1ccccc1)c1cccnc1N1CCCCCC1,0,2.9%,-4%,1%,3,-14,-6,2,2%
Cc1cc(C)c2oc(=O)cc(CN3CCC(C)CC3)c2c1,2,-0.2%,-3%,0%,2,17,4,0,8%
COc1ccc(CNC(=O)Cc2c(C)c3cc4c(C)coc4c(C)c3oc2=O)cc1,-1,1.5%,-3%,-8%,5,2,6,0,-3%
COc1ccc(S(=O)(=O)N/N=C(/C)c2ccco2)cc1,-4,0.3%,-4%,1%,7,-1,-7,-3,2%
CCOC(=O)c1c(CN2CCOCC2)n(-c2ccccc2)c2cc(Br)c(OC)cc12,8,-2.6%,-3%,0%,4,-2,-5,-2,3%
O=C(NC1CC1)c1cc2c(F)cccc2s1,-4,-4.0%,3%,1%,3,6,4,-6,1%
O=C(CCCn1c(=O)oc2ccccc21)NC1CCCCCC1,-1,1.5%,.,.,1,0,-2,.,.
CC1C(=O)N(Cc2cn(CCC3OCCCO3)nn2)CCS(=O)(=O)N1Cc1ccc(-c2ccc(F)cc2)cc1 (stereo not drawn),.,.,-1%,2%,.,.,.,-6,1%
CN(CC(=O)Nc1ccc(Cl)c(C(F)(F)F)c1)C(=O)C1CCCO1 (stereo not drawn),-12,0.4%,-4%,-2%,17,-5,.,-18,5%
COc1cccc(CNC(=O)C(Cc2ccccc2)NS(=O)(=O)c2ccc3c(c2)CCN3C(C)=O)c1 (stereo not drawn),10,2.9%,-2%,-8%,4,23,1,1,0%
Cc1nc(C(F)(F)F)ccc1C(=O)Nc1ccccc1F,-10,1.5%,2%,1%,4,15,1,2,15%
O=S(=O)(c1ccccc1)N(Cc1ccccn1)Cc1ccccn1,0,2.5%,-1%,0%,5,-2,-3,-3,-4%
CCOC(=O)CNc1nc(Cl)nc(N2CCCCC2)n1,14,2.3%,3%,4%,2,-4,4,-1,-4%
COc1cccc(C(=O)N2CCN(Cc3ccccn3)CC2)c1,1,1.5%,-1%,-9%,2,11,-3,-23,-1%
O=C1c2cccc3c([N+](=O)[O-])ccc(c23)C(=O)N1c1nccs1,.,5.6%,-15%,?,-1,-7,-3,21,?
CCOc1ccc(NC(=O)c2c(NCc3sccc3C)sc3c2CCCCC3)cc1,-7,0.6%,-4%,-13%,0,-1,-2,9,-7%
CC(C)N(C(=O)[C@H]1C[C@H](CC(=O)NCCCN(C)C)C(=O)N2CCc3c([nH]c4ccc(Cl)cc34)[C@]12C)C(C)C,.,.,-2%,1%,.,.,.,-2,0%
Cc1ccc(CN2C(=O)c3ccccc3NC2c2ccccn2)cc1 (stereo not drawn),4,0.9%,0%,-5%,1,4,1,-1,-41%
c1ccc(N2CCN(c3ncnc4c3nc3n4CCCC3)CC2)cc1,-15,17%,-2%,-1%,12,-5,-3,-7,-5%
COc1ccc(C(=O)N/N=C(\C)CC(=O)Nc2cccc(C(F)(F)F)c2)cc1,-14,-4.1%,1%,-2%,11,-7,-6,-4,4%
O=C(NCn1ccc(=O)[nH]c1=S)c1ccccc1,-46*,-0.2%,1%,-5%,0,-4,4,-3,5%
Cc1cc2oc3ccc(NCCC4CCCN4C)cc3c(=O)c2cc1C (stereo not drawn),.,.,-6%,?,.,.,.,8,?
COc1ccc(CN2CCNC(=O)C2CC(=O)N(C)Cc2ccon2)c(F)c1 (stereo not drawn),-6,2.0%,-2%,1%,1,0,-5,4,0%
COc1cccc(NC(=O)c2ccc(NC(=O)C(C)C)cc2)c1,-6,-2.2%,20%,4%,0,-10,-5,-5,3%
Cc1cc2c(ncn2Cc2ccccc2)c(N)c1C,-1,0.1%,4%,0%,3,-4,-3,3,7%
COc1cc(/C=C2/C(=N)N3N=C(CC(=O)N4CCOCC4)SC3=NC2=O)ccc1OC(C)c1ccccc1 (stereo not drawn),-4,-3.7%,?,1%,3,-6,-2,-17,-4%
CCN(CC)S(=O)(=O)c1ccc(/C=C/C(=O)OCC(=O)Nc2ccc(C(N)=O)cc2)cc1,0,0.3%,-4%,2%,0,6,-7,-5,8%
CC(=NNC(=S)N(Cc1ccccn1)Cc1ccccn1)c1cnccn1,.,.,3%,?,.,.,.,11,-11%
N/C(Cc1ccc([N+](=O)[O-])cc1)=N\OC(=O)c1ccccc1Br,-9,-0.3%,8%,-2%,6,-11,-5,-3,1%
NNC(=O)c1ccc(-c2cccc([N+](=O)[O-])c2)o1,-6,3.5%,0%,4%,0,-3,1,-5,5%

Bioassay records deposited in PubChem BioAssay by National Center for Advancing Translational Sciences (NCATS).
